Compound activity from PubChem.
NR2E3 ag-1: agonists of human NR2E3 nuclear receptor; Q9Y5X4; 360,000 compounds, 0.35% hits; CHO-S Gal4-NCOR/VP16-NR2E3 two-hybrid, luciferase; inhibition of corepressor binding, % at 3.98 µM; AID 602229;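 active = inhibition above the mean of all tested compounds plus 3 SD, cut at about 70% in these data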;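 note: 0% = DMSO with NR2E3 transfected cells and 100% = cells lacking NR2E3 construct; higher means lower luciferase signal from less NR2E3 corepressor binding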
Target sequence (Q9Y5X4 whole entry, looked up, the tested form may be a part): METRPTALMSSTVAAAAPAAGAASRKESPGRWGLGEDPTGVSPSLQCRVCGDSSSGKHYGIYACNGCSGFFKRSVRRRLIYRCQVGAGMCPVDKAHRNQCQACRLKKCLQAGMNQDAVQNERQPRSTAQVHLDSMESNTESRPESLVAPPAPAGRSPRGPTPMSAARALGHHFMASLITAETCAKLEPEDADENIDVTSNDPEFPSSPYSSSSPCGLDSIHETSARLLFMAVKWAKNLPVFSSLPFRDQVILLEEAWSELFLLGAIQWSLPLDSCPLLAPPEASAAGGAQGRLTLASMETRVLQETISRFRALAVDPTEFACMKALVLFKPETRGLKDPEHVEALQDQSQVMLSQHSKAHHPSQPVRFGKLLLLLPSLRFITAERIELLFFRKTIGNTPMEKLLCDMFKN
KKLEB cytotox: counter-screen for CF NF-kB inhibitors: cytotoxicity. KKLEB CF airway cells viability, ATPlite luminescence, overnight; active compounds read low; cells stimulated with P. aeruginosa culture filtrate. activity change (cytotoxicity), % at 5 µM. 360,000 compounds, 0.36% hits. AID 602141;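 active = corrected activity change at or below -50% at 5 µM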
Peg3 promoter: Peg3 promoter activity inhibition. HeLa PEG-Prom luciferase reporter, luminescence, overnight. inhibition, % at 20 µM. 360,000 compounds, 1.7% hits;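 active = inhibition of at least 50% at 20 µM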
TRAIL sens C8: caspase-8 TRAIL sensitization | NB7+C8 cells + TRAIL, ATPlite viability luminescence | inhibition (viability loss, TRAIL sensitization), % at 10 µM | 360,000 compounds, 1% hits;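 active = compounds causing at least 50% loss of cell viability in the single-dose screen, relative to plate controls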
TRPM1 prom inh: reduces MITF-dependent TRPM1 promoter luciferase signal | SK-MEL-5 TRPM1 promoter luciferase, 24 h | AID 488899 | 330,000 compounds, 0.83% hits | inhibition, % at 12.5 µM;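 active = mean inhibition across replicates of 60% or more, whatever share of single replicates reaches that level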; note: values of inactives mirror those of a sister screen read the other way
HIF-2a inh: inhibitors of HIF-2a | 786-0 RCC cells HIF-2a reporter, luciferase luminescence, overnight | inhibition, % at 18.8 µM | 360,000 compounds, 0.72% hits;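 active = inhibition of the luminescence signal of 40% or more relative to plate controls, in a single-dose primary screen at 18.75 µM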
Shn3 inh set2: Schnurri-3 reporter inhibition in Clone20 osteoblasts; Clone20 osteoblast Shn3 3'UTR firefly luciferase, 24 h; inhibition, % at 12.5 µM; 360,000 compounds, 0.52% hits;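 active = mean inhibition of at least 75% with every replicate also reaching 75%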;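 note: 0% = median of neutral control wells and 100% = pilot-screen positive control compound; some compounds past the cut are filed as inactive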
EBV LMP1 NFkB: inhibitors of Epstein-Barr LMP1-induced NF-kappaB reporter; 350,000 compounds, 0.69% hits; inhibition, % at 12.5 µM; LMP1-induced NF-kappaB luciferase reporter cells, luminescence; in the data active = inhibition above about 41%;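 note: 0% = neutral control wells and 100% = reference inhibitor control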
CF NFkB inh: inhibitors of cystic fibrosis induced NF-kB; AID 588850; KKLEB NF-kB-GFP reporter, PAF-induced, GFP fluorescence overnight; inhibition, % at 5 µM; 360,000 compounds, 0.86% hits;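 active = at least 50% inhibition at 5 µM, scaled per plate between neutral and stimulator controls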;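 note: PAF is a Pseudomonas aeruginosa culture filtrate used as stimulus; plate controls were PAF-stimulated DMSO wells for no effect and unstimulated DMSO wells for full effect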
iPSC survival up: increases survival of single human iPS cells; 360,000 compounds, 0.044% hits; survival enhancement, % at 20 µM; hiPSC single-cell survival, ATPlite luminescence; 100% = ROCK inhibitor wells, 0% = DMSO; in the data active = survival enhancement above about 18%;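 note: cells exposed to compounds for 16 hours before the ATP read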
NR2E3 ag-2: agonists of human nuclear receptor NR2E3 | Q9Y5X4 | GST-NR2E3/biotin-RetCOR TR-FRET, 1536-well | inhibition of corepressor binding, % at 4.78 µM | 320,000 compounds, 0.12% hits | AID 2300;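 active = percent inhibition above the cutoff of mean plus 3 SD of all tested compounds, set per screening campaign, cut at about 20% in these data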;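 note: 0% = DMSO wells and 100% = biotin wells as full block of FRET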
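System: GST-tagged NR2E3 plus biotinylated RetCOR corepressor; Amount: 1.35 nM GST-tagged NR2E3 final; Dosing: single nominal compound dose of 4.8 µM; Schedule: 5 h incubation at 4 °C; Technique: TR-FRET with europium anti-GST and streptavidin-D2, 340 nm excitation; Controls: biotin wells as high control, 0.6% DMSO wells as low control.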
The depositor's hits bear a star; · = not tested or not shown.

Values run as follows: Peg3 promoter, KKLEB cytotox, HIF-2a inh, CF NFkB inh, NR2E3 ag-1, TRAIL sens C8, EBV LMP1 NFkB, iPSC survival up, Shn3 inh set2, TRPM1 prom inh, NR2E3 ag-2
1. Cn1c(=O)cc(N2CCOCC2)[nH]c1=O
    15, 5, 11, -4, -8, 17, 0, 0.6, -21, 3, 1
2. COc1cc(-c2ccc(NC(=O)c3ccc(C)cc3)c(OC)c2)ccc1NC(=O)c1ccc(C)cc1
    6, 4, 13, -5, -20, 4, 7, -0.1, 32, -5, ·
3. Cc1ccc(-n2c(SCC(=O)OC(C)C)nnc2-c2ccco2)cc1
    -7, 0, 12, 1, 14, 4, 8, 8.2, 5, 11, 0
4. CCOC(=O)C1CCN(C(=O)COc2ccc(S(=O)(=O)NC(C)C)cc2)CC1
    -5, -14, -1, 8, 3, -13, -3, 0.2, -4, 9, -2
5. COC(=O)c1c(-c2ccccc2)csc1NC(=O)c1c(-c2ccccc2)noc1C
    15, -10, -4, -13, -14, 36, 9, -0.3, 75, 14, -1
6. COc1c(Br)cc(Br)cc1/C=N/NC(=O)c1ccncc1
    18, 7, 9, -9, 13, 1, 4, 0.0, 18, -1, 3
7. Cc1ccc(CNC(=O)CCc2nnc(Cc3ccc(-c4ccccc4)cc3)o2)o1
    -26, 5, -12, 7, 9, -11, 4, -0.7, 7, 4, 3
8. COc1ccc(-c2nc(SCC(=O)Nc3nccs3)c(-c3ccc(Cl)cc3)[nH]2)cc1
    52*, -16, -2, 10, -33, -7, -9, -0.7, 23, ·, 2
9. CCOC(=O)C1=C(N)Oc2ccc3ccccc3c2C1c1ccc(O)c(OC)c1 (configuration not stated)
    28, 3, 13, 8, -11, -6, 3, -0.5, -9, 4, ·
10. CCOC(=O)COc1cccc2c(=O)n(CC(=O)N3CCCCC3)ccc12
    9, 12, 16, -17, 0, 16, 5, -0.5, 5, 11, 2
11. CC(C)(C)OC(=O)C[C@@H]1C/C=C\C[C@@H](CC(=O)NCCO)C(=O)N[C@H](Cc2c[nH]c3ccccc23)COC1=O
    7, -3, 10, -12, 3, -4, -3, -1.9, -1, -1, ·
12. COc1cc(OC)cc(C(=O)N[C@H](C(=O)Nc2nc3c(s2)CCCC3)C(C)C)c1
    -19, -2, -57, -12, 6, -1, -1, -2.9, 14, 5, 3
13. CCSc1ccc2nnc(-c3ccc(F)cc3)n2n1
    5, -18, -4, -13, -38, 4, 5, -1.8, 1, -21, 0
14. O=C(COc1ccc(F)cc1)Nc1nnc(C2CCCCC2)s1
    7, 7, -42, 1, -4, -15, -10, 1.6, -26, -9, 0
15. O=C1CCCC/C=C\C[C@H](CC(=O)N(CCO)Cc2ccccc2)C(=O)NC[C@H](c2ccccc2)O1
    -2, 7, 9, -7, 9, 4, -3, 5.8, -9, -5, ·
16. Nc1c(NCc2ccccc2)c2ccccc2oc1=O
    -8, 6, -1, -7, -30, -5, 3, 4.0, 1, 8, 1
17. Cc1cccc(NS(=O)(=O)c2ccc(C)c(C(=O)NCc3cccnc3)c2)c1
    11, 8, 10, 14, -10, -5, 2, 1.9, 23, 13, ·
18. O=C(Nc1ccc(F)c(Cl)c1)c1nsc(Cl)c1Cl
    -265, -4, -287, -9, -101, 33, -22, 0.9, -77, -58, 1
19. COc1ccc2c(CN3CCN(C(C)=O)CC3)cc(=O)oc2c1
    -20, 5, -8, -1, -18, -12, ·, -0.4, -9, ·, ·
20. COc1ccc(OCC(=O)OCC(=O)N2C(C)CCCC2C)cc1 (configuration not stated)
    -9, -23, 3, -20, -28, -3, -1, 0.1, -2, 0, 2
21. Cc1ccc(C2CC(c3cccs3)=NN2C(=O)c2ccco2)o1 (configuration not stated)
    19, -3, 6, -8, -34, -8, -5, -0.7, -17, -23, 3
22. Cc1ccnc(SCC(N)=O)n1
    -9, 2, -4, -4, -7, 3, -24, 0.0, -9, 3, -3
23. C[C@H](CO)N1C[C@H](C)[C@@H](CN(C)S(=O)(=O)c2cccc(F)c2)OCc2cnnn2CCCC1=O
    -6, 12, -41, -55, 6, 20, 1, -2.5, 1, ·, ·
24. Cc1ccc(S(=O)(=O)N(CC(=O)NCc2ccncc2)C2CCCCC2)cc1
    7, -4, 8, 1, -10, 8, -4, -1.8, -10, 11, -4
25. O=C(NCCc1cccs1)C(c1ccccc1)c1ccccc1
    4, -3, 2, -10, 25, -2, 9, -0.3, -4, -7, 2
26. CCOC(=O)C1CCN(Cc2cccc(Oc3ccc(Cl)cc3)c2)CC1
    20, -1, 18, 0, 9, -5, 0, -0.5, -12, 5, 1
27. Cc1cccc(OCCCC(=O)NNC(=O)CCN2CCN(c3ccccc3)CC2)c1
    4, -22, 12, -1, -9, 4, 1, -0.4, -5, 14, 0
28. OC(c1ccccc1)(c1ccccc1)C1CCN(C(=S)Nc2ccc(F)cc2)CC1
    13, -1, 7, 7, -4, -7, 3, 1.1, 20, -2, ·
29. Cc1[nH]n(C(N)=S)c(=O)c1N=Nc1ccc(Cl)cc1Cl
    -189, 0, -202, -17, -4, 4, -8, 0.4, -82, -34, 0
30. Cc1cccc(CSc2ccc(-c3cccs3)nn2)c1
    -255, 4, -253, -3, -122, 11, -17, 0.4, -32, -33, 4
31. O=C(NCc1ccncc1)C(=O)N/N=C/c1ccccc1OCc1ccccc1
    -28, -5, -7, -10, -25, -5, 9, -0.5, -14, -10, 2
32. O=C(Nc1ccccc1Cl)C1CCN(Cc2cnn(-c3ccccc3)c2-n2cccc2)CC1
    14, 2, 12, -6, -26, 2, 11, 0.0, 79, -4, 1
33. CCOC(=O)N1CCC(NC(=O)CC2C(=O)NCCN2Cc2cccc(F)c2F)CC1 (configuration not stated)
    6, 5, 3, -15, -22, -8, -7, -0.3, 19, 3, 0
34. COc1ccccc1CN1CC(C(=O)NCc2cc(C)on2)CCC1=O (configuration not stated)
    -31, 10, -38, 1, -40, -2, -9, 0.1, 4, 5, 1
35. Cc1ccc(CNC(=O)CCSCc2ccccc2F)cc1
    15, -8, 10, 15, 1, 28, 1, -0.7, -6, 7, 1
36. CCOC(=O)/C(C#N)=N/Nc1ccccc1OC
    -139, 9, -119, -13, -11, 6, -8, 1.0, -30, -23, -3
37. Nc1nnc(SCC(=O)Nc2cccc(Cl)c2)s1
    5, 14, 5, 6, -46, -12, -1, 0.7, -53, -10, ·
38. COc1ccc(C(=O)NCC(=O)OCc2ccc([N+](=O)[O-])cc2)cc1
    6, 8, 6, -2, -15, -1, -11, -0.1, 5, 6, 3
39. COc1ccc(NC(=O)CN(C)S(=O)(=O)c2ccc3c(c2)CCC(=O)N3)c(OC)c1
    5, -3, 4, 19, -18, -4, 3, 0.3, -4, -6, 0
40. N[C@@H](Cc1cc(I)c(O)c(I)c1)C(=O)O
    -17, 20, 2, -27, 29, 8, 3, -0.3, -1, 6, 1
41. COC(=O)c1ccc(Oc2ccc3nncn3n2)cc1
    13, -2, 4, -18, -17, 18, -4, 5.9, 16, 9, -2
42. CC(=O)Nc1ccc(S(=O)(=O)N(C)CC(=O)OCC(=O)Nc2ccc3c(c2)OCO3)cc1
    -7, 12, 10, -15, -3, 4, -4, 0.0, 8, 5, 0
43. Cc1nc2ccccc2c(=O)n1-c1cccc(NC(=O)c2cccs2)c1
    -4, -11, 6, 18, -22, -19, 6, -0.3, -9, -1, -5
44. Cc1ccc(/C=C(/NC(=O)c2ccccc2)C(=O)NCCc2c[nH]c3ccccc23)o1
    20, 5, 11, -12, -23, 3, 1, 3.6, 12, 1, 0
45. Cc1cc2c(cc1S(=O)(=O)CCC(=O)NC1CCC(C)CC1)OCC(=O)N2 (configuration not stated)
    5, 3, 11, 5, 21, -6, 2, -4.6, 11, ·, -1
46. Cc1c(C)n(C(=O)CSc2nccn2C)c2ccccc12
    -5, 5, 1, 0, -33, 21, -4, 2.2, 3, 11, -3
47. CN(C(=O)CSc1nc2ccc(Cl)cc2[nH]1)C1CCS(=O)(=O)C1 (configuration not stated)
    12, -6, 13, -15, 3, -10, -3, -0.3, -110, 11, ·
48. C/C(=N\N=C(/N)SC1CC(=O)N(c2ccc(Cl)c(Cl)c2)C1=O)c1cccs1 (configuration not stated)
    21, -12, -15, -11, -10, -3, -5, -1.3, 4, 7, 2
49. O=C1c2ccccc2S(=O)(=O)N1CCS(=O)(=O)c1ccc(F)cc1
    -18, 0, -2, -21, -28, 12, 3, 0.5, 3, -4, 1
50. O=C(Cn1[nH]c(=O)c2ccccc2c1=O)OCC(=O)N1CCCc2ccccc21
    10, 0, 11, 4, -29, -2, 1, -1.5, -13, 8, 0
51. CSC1=NCCN1C(=O)c1ccc(Br)o1
    -56, 7, -58, 4, 0, 12, -5, -0.9, -5, -11, -3
52. COCCCN(C(=S)Nc1ccc(C)cc1Cl)C(C)c1ccncc1 (configuration not stated)
    -8, 1, -11, -4, 18, -12, 7, -0.8, 8, -1, 2
53. C(=N\N1CCN(C(c2ccccc2)c2ccccc2)CC1)/c1ccc2c(c1)OCO2
    10, 11, 13, -8, -25, 7, -4, -0.2, 42, -3, 3
54. CCC(=O)Nc1cc(C(C)C)c(O)cc1C
    10, 6, 15, 10, -20, 2, -9, 1.9, -3, 8, 1

Some entries already given with just Peg3 promoter and HIF-2a inh:
No.	molecule	Peg3 promoter	HIF-2a inh
38	COc1ccc(C(=O)NCC(=O)OCc2ccc([N+](=O)[O-])cc2)cc1	6	6
42	CC(=O)Nc1ccc(S(=O)(=O)N(C)CC(=O)OCC(=O)Nc2ccc3c(c2)OCO3)cc1	-7	10

The list is partial (hit frequency here may not be typical).
